Screening results from PubChem BioAssay.
Dynein transport: blocks dynein driven cargo transport along microtubules. 3617.4 mouse cells, GR-EGFP nuclear translocation imaging; test concentration mostly 20 µM; stimulated with dexamethasone, 1 µM; hits give low values. z-score, hits read low. 220,000 compounds, 0.47% hits. AID 1381;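 active = plate z-score of nuclear minus cytoplasmic receptor signal below a set negative limit, without overly bright fluorescence or cell loss, cut at about -3.5 in these data, passing the limit was not always enough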;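 also: z-score of nuclear minus cytoplasmic ring GR-EGFP intensity difference per well; some compounds called inactive have numbers as strong as hits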
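Buffer or medium: tet-free, stripped-serum medium; Also added: dexamethasone, 1.0 µM final; Technique: high-content fluorescence imaging after fixation; Times: 48 h induction, 1 h compound, 30 min dex at 37 °C; Read-out: per-cell GR-EGFP intensity, nucleus versus surrounding cytoplasmic ring, well-averaged.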
SIAH1 antagonists: Siah-1 peptide-binding antagonists, primary screen, biochemical, fluorescence polarization, rhodamine-plectin, uHTS (AID 1817) | Siah-1 / rhodamine-plectin peptide fluorescence polarization; higher % means a stronger effect | displacement, % at 20 µM, or IC50 in µM where a hit was titrated | 290,000 compounds, 0.02% hits;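 active = displacement of at least 50% at 20 µM, with a fluorescence ratio check between 0.3 and a set limit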;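 also: plate controls were Siah plus tracer with DMSO for no effect and tracer alone without Siah for full effect; strong numbers were not always called active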
human PMI inhibitors: human PMI inhibitors, high substrate, primary screen, biochemical, fluorescence intensity, high mannose 6-phosphate (AID 1220). 190,000 compounds, 0.66% hits. inhibition, % at 20 µM; hits with a dose series show IC50 in µM. recombinant PMI enzyme, coupled fluorescence intensity; higher % means a stronger effect
human PMI inhibition: MPI enzyme activity inhibition – biochemical, fluorescence intensity, coupled assay, primary screen (AID 1209). purified PMI enzyme, coupled fluorescence intensity; higher % means a stronger effect. one-dose inhibition, % at 20 µM; IC50 in µM for titrated hits. 190,000 compounds, 0.42% hits;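 also: plate controls were DMSO vehicle for no effect and wells lacking substrate for full effect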
XIAP antagonists: XIAP antagonists, biochemical, IAP family, fluorescence polarization (AID 1018); XIAP BIR domain, fluorescence polarization peptide displacement; higher % means a stronger effect; displacement, % at 20 µM, or IC50 in µM where a hit was titrated; 200,000 compounds, 0.007% hits; in the data active = displacement above about 50%; also: a part of the inactive calls stands beside numbers as strong as those of hits
M17LAP inhibition: P. falciparum M17LAP inhibitors, primary screen, biochemical, fluorogenic H-Leu-NHMec substrate, 1536-well (AID 1619); recombinant M17LAP, H-Leu-NHMec fluorogenic kinetic assay; higher % means a stronger effect; one-dose inhibition, % at 30 µM; IC50 in µM for titrated hits; 220,000 compounds, 0.38% hits;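 active = compound inhibiting the enzyme by more than half at any dose during confirmatory dose-response retesting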;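 also: plate controls were full reaction with DMSO carrier for no effect and no enzyme background for full effect; strong numbers were not always called active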
AID2073: disruptors of CaV2.2 binding to Mint1 – biochemical, HTRF (AID 2073); 290,000 compounds, 0.19% hits; inhibition, % at 20 µM, or IC50 in µM where a hit was titrated; HTRF protein-protein interaction, Mint1-CaV2.2; higher % means a stronger effect; in the data active = inhibition mostly above about 51%, no sharp cut-off; also: some results filed as inactive read as strong as hits
P. falciparum M1AAP: P. falciparum M1AAP inhibitors, biochemical, fluorogenic H-Leu-NHMec substrate, 1536-well (AID 1445) | recombinant M1AAP, H-Leu-NHMec fluorogenic kinetic assay; higher % means a stronger effect | inhibition, % at 30 µM, or IC50 in µM where a hit was titrated | 220,000 compounds, 0.42% hits;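 active = primary inhibition above the hit cutoff, then over 50% inhibition at one or more dose response concentrations, cut at about 23% in these data, passing the limit was not always enough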;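 also: plate controls were DMSO full reaction for no effect and no enzyme background for full effect; strong numbers were not always called active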
LYP phosphatase: inhibitors of LYP phosphatase, biochemical, fluorescence intensity, uHTS (AID 1779) | inhibition, % at 11.5 µM; hits with a dose series show IC50 in µM | recombinant LYP phosphatase, fluorescence intensity; higher % means a stronger effect | 290,000 compounds, 0.054% hits;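 also: plate controls were vehicle with enzyme for no effect and no enzyme for full effect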
Dynein transport cytoplasmic EGFP: further read-out of Dynein transport, marked with its call; z-score; measured here: cytoplasmic GR-EGFP intensity; hits give high values
Dynein transport nuclear GR-EGFP: second read-out of Dynein transport, no call of its own (marks repeat the call); z-score; measured here: nuclear GR-EGFP intensity;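 lower value marks the stronger effect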
Dynein transport cell count: recorded beside Dynein transport, whose call it bears; z-score; measured here: cell count per field
An asterisk follows results filed as active. Rule as the data show it, unless noted: active = inhibition above about 50%; inactive = the rest.

COc1cc(C(=O)NCCc2ccc(S(=O)(=O)N3CCCC3)cc2)cc(OC)c1OC was read as Dynein transport -0.647, SIAH1 antagonists -1.6%, human PMI inhibitors 10.1%, human PMI inhibition 12.1%, XIAP antagonists -4.8%, M17LAP inhibition 1.1%, AID2073 21.9%, P. falciparum M1AAP 3.5%, LYP phosphatase -2.2%, Dynein transport cytoplasmic EGFP -0.167, Dynein transport nuclear GR-EGFP 0.132 and Dynein transport cell count 0.832.
CC(C)(C)Nc1nc2cc([N+](=O)[O-])ccc2o1 was read as Dynein transport -0.716, SIAH1 antagonists 2.2%, M17LAP inhibition 2.9%, AID2073 -6.3%, P. falciparum M1AAP -2.2%, LYP phosphatase -4.8%, Dynein transport cytoplasmic EGFP -0.278, Dynein transport nuclear GR-EGFP 0.0349 and Dynein transport cell count 0.0841.
`C=CCNC(=O)C(=O)c1c(-c2ccccc2)[nH]c2ccccc12` gave Dynein transport 0.752, SIAH1 antagonists -6.0%, human PMI inhibitors 3.8%, human PMI inhibition 6.0%, XIAP antagonists -2.5%, M17LAP inhibition 27.4%, AID2073 -0.1%, P. falciparum M1AAP 1.7%, LYP phosphatase -8.8%, Dynein transport cytoplasmic EGFP -0.308, Dynein transport nuclear GR-EGFP 1.24 and Dynein transport cell count -0.414.
`COc1ccc(C(=O)NC2CCN(C(=O)Nc3ccccc3Cl)CC2)cc1` gave Dynein transport 2.16, SIAH1 antagonists -0.3%, human PMI inhibitors -1.1%, human PMI inhibition -0.3%, XIAP antagonists -2.4%, M17LAP inhibition 18.8%, AID2073 -1.2%, P. falciparum M1AAP 10.9%, LYP phosphatase 4.9%, Dynein transport cytoplasmic EGFP -0.0982, Dynein transport nuclear GR-EGFP 0.779 and Dynein transport cell count -0.758.
Screening CN1CCN(S(=O)(=O)c2cccc(C(=O)Nc3nc(-c4ccccc4)cs3)c2)CC1 returned Dynein transport -0.257, SIAH1 antagonists -13.5%, human PMI inhibitors 6.5%, human PMI inhibition 12.6%, XIAP antagonists -8.3%, M17LAP inhibition -8.2%, AID2073 -11.8%, P. falciparum M1AAP 0.4%, LYP phosphatase 0.0%, Dynein transport cytoplasmic EGFP -0.124, Dynein transport nuclear GR-EGFP 0.0728 and Dynein transport cell count 0.817.
CCC(=O)c1cc2c(C)cc(=O)oc2c(C)c1OC was read as Dynein transport -0.0551, SIAH1 antagonists -1.8%, human PMI inhibitors -8.0%, human PMI inhibition -1.8%, XIAP antagonists -2.3%, M17LAP inhibition -12.8%, AID2073 10.5%, P. falciparum M1AAP 1.3%, LYP phosphatase -3.4%, Dynein transport cytoplasmic EGFP -0.243, Dynein transport nuclear GR-EGFP -0.223 and Dynein transport cell count 0.685.
`COc1cc(-c2nc(C)c(C(C)=O)n2O)ccc1OCC(=O)Nc1ccc(F)cc1` gave Dynein transport -0.131, SIAH1 antagonists 7.0%, human PMI inhibitors -2.5%, human PMI inhibition -3.4%, XIAP antagonists -4.4%, M17LAP inhibition 0.7%, AID2073 -1.7%, P. falciparum M1AAP 5.3%, LYP phosphatase -3.3%, Dynein transport cytoplasmic EGFP -0.235, Dynein transport nuclear GR-EGFP -0.0626 and Dynein transport cell count 0.414.
COc1ccc(C)cc1NC(=O)c1nnn(Cc2cccc(F)c2)c1N was read as Dynein transport -0.0582, SIAH1 antagonists -1.0%, human PMI inhibitors 17.3%, human PMI inhibition 18.1%, XIAP antagonists -6.4%, M17LAP inhibition 5.2%, AID2073 4.8%, P. falciparum M1AAP 0.5%, LYP phosphatase 8.6%, Dynein transport cytoplasmic EGFP -0.236, Dynein transport nuclear GR-EGFP 0.0798 and Dynein transport cell count 0.124.
COC(=O)C(O)(NC(=O)NC(C)=O)C(F)(F)F (stereo unspecified) was read as Dynein transport -0.339, SIAH1 antagonists -4.0%, human PMI inhibitors -0.7%, human PMI inhibition -3.8%, XIAP antagonists 0.7%, M17LAP inhibition -1.6%, AID2073 1.7%, P. falciparum M1AAP 1.0%, LYP phosphatase -8.3%, Dynein transport cytoplasmic EGFP -0.194, Dynein transport nuclear GR-EGFP -0.16 and Dynein transport cell count -0.14.
`CCCCn1c(N)c(N(CC)C(=O)c2cc(OC)cc(OC)c2)c(=O)[nH]c1=O` gave Dynein transport 1.25, SIAH1 antagonists -1.1%, human PMI inhibitors -16.0%, human PMI inhibition -20.9%, XIAP antagonists -4.9%, M17LAP inhibition -2.7%, AID2073 8.3%, P. falciparum M1AAP 2.3%, LYP phosphatase -1.8%, Dynein transport cytoplasmic EGFP -0.331, Dynein transport nuclear GR-EGFP 0.218 and Dynein transport cell count -0.781.
Screening COCCCNC(=O)c1c(N)n(/N=C/c2cccs2)c2nc3ccccc3nc12 returned Dynein transport -0.61, SIAH1 antagonists -0.3%, human PMI inhibitors 3.5%, human PMI inhibition 6.4%, XIAP antagonists -6.6%, M17LAP inhibition -7.5%, AID2073 14.9%, P. falciparum M1AAP 3.5%, LYP phosphatase -3.6%, Dynein transport cytoplasmic EGFP -0.221, Dynein transport nuclear GR-EGFP 0.00371 and Dynein transport cell count 0.0572.
Screening CCCCC(=O)Nc1ccc(C(=O)Nc2ccc(S(=O)(=O)Nc3nccc(C)n3)cc2)cc1 returned Dynein transport 3.52, SIAH1 antagonists -4.0%, human PMI inhibitors 3.3%, human PMI inhibition 8.1%, XIAP antagonists 2.4%, M17LAP inhibition 1.3%, AID2073 2.5%, P. falciparum M1AAP 20.5%, LYP phosphatase -7.6%, Dynein transport cytoplasmic EGFP -0.126, Dynein transport nuclear GR-EGFP 1.4 and Dynein transport cell count -2.04.
For CC1(C)CC(=O)C2=C(C1)NC(=O)CC2c1ccc(F)cc1 (stereo unspecified) the results were Dynein transport -0.572, SIAH1 antagonists -3.1%, human PMI inhibitors -3.1%, human PMI inhibition -5.4%, XIAP antagonists -8.6%, M17LAP inhibition -2.7%, AID2073 17.4%, P. falciparum M1AAP -0.3%, LYP phosphatase -9.9%, Dynein transport cytoplasmic EGFP 0.369, Dynein transport nuclear GR-EGFP -0.0207 and Dynein transport cell count 0.362.
For CC(C)NC(=S)N/N=C/c1c[nH]c2ccccc12 the results were Dynein transport -0.203, SIAH1 antagonists 2.5%, human PMI inhibitors 6.8%, human PMI inhibition 11.4%, XIAP antagonists -5.4%, M17LAP inhibition -0.4%, AID2073 -21.2%, P. falciparum M1AAP 6.1%, LYP phosphatase -6.5%, Dynein transport cytoplasmic EGFP -0.188, Dynein transport nuclear GR-EGFP 0.297 and Dynein transport cell count -0.388.
`O=C(CN1C(=O)C2C3C=CC(C3)C2C1=O)NCc1ccc2c(c1)OCO2` (stereo unspecified) gave Dynein transport -0.195, SIAH1 antagonists 4.0%, human PMI inhibitors 16.6%, human PMI inhibition 12.0%, XIAP antagonists -1.8%, M17LAP inhibition -6.4%, AID2073 -1.7%, P. falciparum M1AAP -3.1%, LYP phosphatase -0.4%, Dynein transport cytoplasmic EGFP -0.212, Dynein transport nuclear GR-EGFP 0.497 and Dynein transport cell count -0.98.
C=CCn1c(-c2cccc(OCC)c2)n[nH]c1=S was read as Dynein transport -0.716, SIAH1 antagonists 5.7%, human PMI inhibitors 2.4%, human PMI inhibition 4.4%, XIAP antagonists -4.8%, M17LAP inhibition -4.7%, AID2073 -5.5%, P. falciparum M1AAP 1.1%, LYP phosphatase -4.2%, Dynein transport cytoplasmic EGFP -0.359, Dynein transport nuclear GR-EGFP -0.182 and Dynein transport cell count 1.26.
O=C(NCc1csc(-c2cccs2)n1)C1CCC1 was read as Dynein transport 0.484, SIAH1 antagonists 3.2%, M17LAP inhibition 1.5%, AID2073 -3.9%, P. falciparum M1AAP 2.3%, LYP phosphatase -8.1%, Dynein transport cytoplasmic EGFP -0.148, Dynein transport nuclear GR-EGFP 0.247 and Dynein transport cell count -0.0864.
For COc1ccc(S(=O)(=O)N2CCC(C(N)=O)CC2)c2ccccc12 the results were Dynein transport -0.581, SIAH1 antagonists 3.7%, human PMI inhibitors 4.3%, human PMI inhibition 3.8%, XIAP antagonists -4.7%, M17LAP inhibition 1.6%, AID2073 -0.9%, P. falciparum M1AAP -3.4%, LYP phosphatase 0.2%, Dynein transport cytoplasmic EGFP -0.285, Dynein transport nuclear GR-EGFP -0.345 and Dynein transport cell count -0.0885.
`COc1c(Cl)cc(Cl)cc1CNCCNCC(C)O` (stereo unspecified) gave Dynein transport -0.119, SIAH1 antagonists -0.9%, human PMI inhibitors -6.9%, human PMI inhibition -7.4%, XIAP antagonists -1.1%, M17LAP inhibition -0.8%, AID2073 -5.4%, P. falciparum M1AAP 1.9%, LYP phosphatase -5.3%, Dynein transport cytoplasmic EGFP -0.114, Dynein transport nuclear GR-EGFP 0.47 and Dynein transport cell count -0.061.
Screening CCN(CC)c1ccc(C2C(C(=O)OCCOC)=C(C)NC3=C2C(=O)CCC3)cc1 (stereo unspecified) returned Dynein transport 1.94, SIAH1 antagonists -0.1%, human PMI inhibitors -0.1%, human PMI inhibition -0.2%, XIAP antagonists -14.8%, M17LAP inhibition 7.4%, AID2073 2.8%, P. falciparum M1AAP 9.6%, LYP phosphatase -2.3%, Dynein transport cytoplasmic EGFP -0.165, Dynein transport nuclear GR-EGFP 1.13 and Dynein transport cell count -1.18.
Cc1cc(NC(=O)/C=C/c2cccc(Cl)c2)n(-c2nc3ccccc3[nH]2)n1 was read as Dynein transport -0.236, SIAH1 antagonists -9.6%, human PMI inhibitors -8.8%, human PMI inhibition -8.9%, XIAP antagonists -1.6%, M17LAP inhibition -11.1%, AID2073 8.1%, P. falciparum M1AAP -5.9%, LYP phosphatase 0.2%, Dynein transport cytoplasmic EGFP -0.323, Dynein transport nuclear GR-EGFP -0.351 and Dynein transport cell count 0.157.
Screening CCOCCCn1c(SCC(=O)Nc2ccc(C(N)=O)cc2)nc2ccccc2c1=O returned Dynein transport -0.297, SIAH1 antagonists -0.6%, human PMI inhibitors 22.9%, human PMI inhibition 9.7%, XIAP antagonists -2.7%, M17LAP inhibition -0.8%, AID2073 -7.0%, P. falciparum M1AAP -16.0%, LYP phosphatase -5.3%, Dynein transport cytoplasmic EGFP -0.193, Dynein transport nuclear GR-EGFP -0.11 and Dynein transport cell count 1.08.
